High-throughput results from PubChem BioAssay.
p53ts 39C tox = qHTS Screen for Compounds that Selectively Target Cancer Cells with p53 Mutations: Cytotoxicity of p53ts Cells at the Nonpermissive Temperature. H1299-p53A138V viability at 39C, ATP luminescence, 24 h. Potency, µM (top dose mostly 46.1 µM), for inactives: at the highest dose activity change, negative = cell killing, hits mostly cytotoxic. 1.5% of 130,000 active; note: nearly all actives have a fitted effect of over 55% in size
Imprint erasure = qHTS Assay for Compounds that Induce Erasure of Genomic Imprints. mouse ES Peg3-LacZ reporter, beta-gal luminescence, 40 h. Potency, µM (doses to about 60.7 µM), for inactives: top-dose activity change, positive = activation, actives largely listed as activators. 0.02% of 110,000 active;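 note: 0% = negative control wells on the plate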
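Readout: BetaGlo luminescence (5 min, room temp) for LacZ from the normally silent maternal Peg3 allele in female Peg3LacZ-Neo ES cells. Cells 300/well, 40 h, 37C, 5% CO2. Data normalized per plate to negative controls.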
p53ts 32C tox = qHTS Screen for Compounds that Selectively Target Cancer Cells with p53 Mutations: Cytotoxicity of p53ts Cells at the Permissive Temperature. H1299-p53A138V at 32C, ATP luminescence viability, 24 h. Potency, µM (highest dose often 46.1 µM), for inactives: at the highest dose activity change, negative = cytotoxicity, most hits filed as cytotoxic. 0.93% of 130,000 active. AID 924, 2007;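 note: 0% = DMSO and -100% = full killing by reference compound; nearly all actives have a fitted effect of over 55% in size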
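Cells: H1299 p53ts (A138V), 600/well, pre-incubated 16–30 h at 37C. Cpd up to 46 uM, 24 h, 32C. Readout: ATPlite luminescence, 20 min RT. Normalization: DMSO vs tamoxifen 100 uM. AC50 by Hill equation.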
IkB sig inh = IkB Signaling; ABC-DLBCL IkBa-CBG/CBR dual luciferase ratio, 4 h; response scale: scaled: untreated 0%, proteasome inhibitor 100%; Potency, µM (top dose mostly 57.1 µM), for the others: at the top dose IkBa stabilization activation; 0.04% of 110,000 active; AID 445, 2006; active = well fitted curve in the direction sought with a large enough effect in the signal ratio, not every such curve was filed as active; inconclusive = small, poorly fitted or top-dose-only effect, or a change in a side signal; the % refers to the signal ratio;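 note: the direction sought is a rising ratio; 0% = basal untreated cells and 100% = reference inhibitor full response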
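Curves were fitted separately to fusion (green), unfused (red) and ratio luminescence, then classed by r2, magnitude and activity. Cells: OCI-Ly3, 4 h compound plus doxycycline at 37C; 10 uM MG-132 defined full response.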
Starred values were filed as active, the others as inactive; ? = inconclusive; nt = no result given; [ ] = remark or other dose. Unless noted, calls come from the whole dose curve; as a rule, active = well fitted curve in the direction sought with a large enough effect; inconclusive = small, poorly fitted or top-dose-only effect, or another doubt; inactive = no such curve, though single readings can be large; an effect the other way counts as inactive or inconclusive. Unless noted, % is set by controls: 0 for no effect and ±100 for the full control effect; potency is the fitted concentration of half-maximal effect. Outcome played no part in choosing rows (roughly 1.7% active in at least one column).

Molecule,IkB sig inh,Imprint erasure,p53ts 32C tox,p53ts 39C tox
Cc1ccc(N2CCN(c3ccc(C)cc3)C2c2ccccn2)cc1,3.7%,-17%,-15%,-9%
Cc1cccc(C)c1OCC(O)CNS(=O)(=O)c1ccccc1C(=O)N1CCOCC1 (stereo unspecified),nt,nt,8%,5%
CCc1ccc2oc(C(=O)Nc3nc(-c4ccc(F)cc4)ns3)c(C)c2c1,?,-10%[10.9 µM],-13%,-15%
Cc1ccc(S(=O)(=O)NCCc2nnc3ccc(SCc4ccccc4F)nn23)cc1,?,-13%[10.9 µM],-4%,-17%
CC(OC(=O)c1cccs1)C(=O)NCc1ccco1 (stereo unspecified),0.8%,-7%,-2%,-1%
COCCOC(=O)c1[nH]c2c(c1C)C(=O)CC(c1cc(OC)ccc1OC)C2 (stereo unspecified),-1.4%,-14%,9%,-1%
CN1CCN(C(=O)c2ccc(S(=O)(=O)c3ccc(Br)cc3)cc2)CC1,-0.2%,-13%,-8%,-7%
O=C(O)CNC(=O)[C@H]1NC(C(F)(F)F)(C(F)(F)F)OC1(C(F)(F)F)C(F)(F)F,-0.8%[11.4 µM],2%[10.9 µM],5%[9.22 µM],1%[9.22 µM]
Cc1cc(C)c2c(=O)c3c(oc2c1)C(=O)N(CCO)C3c1cccc(O)c1 (stereo unspecified),-1.2%,4%,-2%,13%
Cc1ccc(-c2cnc(NCc3ccc(C(C)C)cc3)n2C)cc1,3.6%,-39%[inhibitor][10.9 µM],-10%,?

Structural class: those above containing a furan ring, fused or not (two)
Molecule,IkB sig inh,Imprint erasure,p53ts 32C tox,p53ts 39C tox
CCc1ccc2oc(C(=O)Nc3nc(-c4ccc(F)cc4)ns3)c(C)c2c1,?,-10%[10.9 µM],-13%,-15%
CC(OC(=O)c1cccs1)C(=O)NCc1ccco1 (stereo unspecified),0.8%,-7%,-2%,-1%

Additional entries follow:
Molecule,IkB sig inh,Imprint erasure,p53ts 32C tox,p53ts 39C tox
Cc1ccc(-c2cc(C(F)(F)F)n3nc(-c4ccc(Cl)cc4)cc3n2)cc1,3.6%,-12%[10.9 µM],7%,-9%
CCc1nc2nc(C)c(NS(=O)(=O)c3ccc(F)c(C)c3)c(=O)n2[nH]1,-3.1%,-2%[10.9 µM],-4%,-8%
N#CC(C#N)=Cc1ccc(OC(=O)c2ccccn2)cc1,nt,nt,0%,-7%
CS(=O)(=O)N1CCN(c2ccccc2F)CC1,-0.1%,-3%,9%,16%
Cc1ccc(-n2nnc(-c3nc(-c4cccs4)no3)c2N)c(C)c1,0.4%,-12%[10.9 µM],2%,15%
Cc1ccc(-c2nc(CS(=O)(=O)CC(=O)N3CC(C)CC(C)C3)c(C)o2)cc1 (stereo unspecified),11%,-12%,4%,2%
CC(=O)N1CCCc2cc(S(=O)(=O)N3CCc4ccccc4C3)ccc21,5.5%,-14%,-6%,-10%
CCOC(=O)N1CCC(NC(=O)c2ccc3c(c2)N(Cc2ccc(F)cc2)C(=O)c2ccccc2S3(=O)=O)CC1,1.7%,11%[10.9 µM],7%,-8%
O=C(COc1ccc(Cl)cc1)NCCc1csc(-c2ccc(C(F)(F)F)cc2)n1,?,-5%[10.9 µM],0%,?
COc1ccc(NS(=O)(=O)c2ccc(Oc3ncccn3)cc2)cc1,-0.4%,-10%,-10%,-7%
CCOC(=O)N1CCc2c(sc(NC(=O)c3ccc(S(=O)(=O)N4CCCC4)cc3)c2C#N)C1,1.7%,-21%,?,16%
Cc1nc2c(C)cccn2c1/C(O)=C1\C(=O)C(=O)N(CCN2CCOCC2)C1c1ccncc1 (stereo unspecified),4.9%,-10%,2%,1%
N#Cc1ccc2ccn(CC(=O)NCc3ccccc3)c2c1,-1.7%,-8%,-5%,-7%
CCOC(=O)c1[nH]c(C)c(C(=O)NC(C)(C)C)c1C,-0.1%,-9%,-3%,-1%
CCOc1ccc2[nH]c(=O)c(CN(CCO)C(c3nnnn3C3CCCCC3)C(C)C)cc2c1 (stereo unspecified),-0.2%,-5%,8%,-6%
O=C(c1c[nH]c2ccccc12)C(O)C(c1ccccc1)N1CCOCC1 (stereo unspecified),-1.3%,?,0%,8%
O=C(CC1CCCCC1)NCc1ccccn1,-1.1%,-3%,0%,4%
COC(=O)c1sc(N2C(=O)c3oc4ccccc4c(=O)c3C2c2ccc(O)cc2)nc1C (stereo unspecified),-9.7%,?,-2%,10%
Cc1cc(C)c2cc(C#N)c(SCC(=O)NCC3CCCO3)nc2c1 (stereo unspecified),-0.3%,1%,4%,11%
NC(=O)CSc1nnc(Cc2csc(Nc3ccc(F)cc3)n2)n1Cc1ccccc1,nt,nt,-2%,0%
Cc1occc1C(=O)NCc1ccccc1F,3.8%,19%,7%,1%
CCOC(=O)C(NC(=O)Cc1ccccc1)(Nc1cc(C)on1)C(F)(F)F (stereo unspecified),nt,nt,18%,25%
CCOC(=O)c1c(C)oc2ccc(OC(=O)N3CCOCC3)cc12,-0.7%,nt,-1%,7%
COc1ccc2c(c1OC)C(=O)N(c1ccc3c(c1)CCC3)C2=O,-3.5%,5%,11%,8%
COc1cccc(CNC(=O)c2ccc3c(c2)nc2n3CCC(C)C2)c1 (stereo unspecified),3.9%,7%[10.9 µM],-25%,?
O=C(Cn1cnc2c(cnn2-c2ccc(Cl)cc2)c1=O)NC1CCCCC1,0.9%,-5%,-8%,-6%
CCOC(=O)C1=C(C)NC(c2ccccc2)=C(C(=O)OCc2ccc([N+](=O)[O-])cc2)[C@@H]1C#Cc1ccccc1,0.6%,-13%,15%,-5%
OC(COC1CCCCC1)CN1CCN(c2ccccc2)CC1 (stereo unspecified),0.9%,-6%,-9%,10%
COc1ccc(NC(=O)CSc2nc(O)c(Cc3ccccc3)c(=O)[nH]2)cc1,2.9%,-9%,-3%,-2%
Cc1ccc(CNC(=O)CSCc2ccc(F)cc2)cc1,-0.9%,-6%[10.9 µM],0%,11%
COc1ccc(NC(=O)N2CCCC(c3nc(-c4ccc(C(C)C)cc4)no3)C2)cc1 (stereo unspecified),?,-40%[inhibitor],-3%,-2%
Cn1c(C(=O)NCCN2CCOCC2)cc2sccc21,nt,nt,-6%,2%
CS(=O)(=O)N1CCCC(C(=O)NCCN2CCC(Cc3ccccc3)CC2)C1 (stereo unspecified),-1.5%,-17%,-10%,-7%
Cc1ccc(NC(=O)CC2C(=O)NC3CCCCC3N2C(=O)c2ccc(F)cc2)cc1C (stereo unspecified),0.0%,-6%,5%,5%
CCOc1ccccc1CNC(=O)c1cc2oc3ccccc3c2n1CC,-2.4%,-6%[10.9 µM],?,-22%
C=CCc1ccccc1OCC(O)CN1CCN(c2ccc(C)cc2)CC1 (stereo unspecified),4.9%,-19%,3%,-19%
O=C(COC(=O)C1COc2ccccc2O1)NC(=O)NC1CCCC1 (stereo unspecified),1.2%,-5%,5%,8%
COc1cc(/C=C(\C#N)c2nc3ccccc3[nH]2)ccc1OCc1ccc(F)cc1,2.6%,-21%[10.9 µM],?,-3%
COc1ccc(NC(=O)CS(=O)CC(=O)Nc2cc(Cl)ccc2OC)cc1 (stereo unspecified),0.7%,-4%,2%,-6%
O=C(c1ccc(-c2ccccc2)cc1)N1CCN(C(=O)c2ccco2)CC1,?,-16%,1%,5%
c1ccc(CSCc2cn3ccsc3n2)cc1,1.5%,-32%[inhibitor],-5%,-8%
COc1ccc(NC(=O)CSc2nc3ccccc3n2CC(=O)Nc2cccc(C)c2C)cc1,-0.8%,-6%[10.9 µM],-8%,-20%
O=C(NCc1ccc2c(c1)OCO2)c1cccc2c1C(=O)N(C1CCCCC1)C2,-3.3%,-4%,-1%,-7%
CCCc1n[nH]c2c1C(=O)CC(C)(C)C2,-2.1%,3%,3%,2%
COc1ccc(NC(=O)CN(C)S(=O)(=O)c2ccc3nc(C)sc3c2)cc1,1.8%,-15%[10.9 µM],-8%,-7%
CCOC(=O)c1ccc(NC(=O)CCc2c(C)nc3c(c(C)nn3-c3ccccc3)c2C)cc1,?,-10%[10.9 µM],12%,-10%
Cc1ccc(N(CC(=O)Nc2ccccc2C(=O)N2CCOCC2)S(C)(=O)=O)cc1,nt,nt,-13%,23%
CN(C)S(=O)(=O)c1ccc(C(=O)NCCS(=O)(=O)N2CCN(c3ccccc3)CC2)cc1,3.2%,-10%[10.9 µM],2%,-9%
COc1ccc(C2OC(=O)CC2C(=O)NC(C)C)cc1 (stereo unspecified),-0.2%,-10%,8%,7%
CCCC(=O)OC1=C(C(C)=O)N(Cc2ccccc2)S(=O)(=O)c2ccccc21,7.4%,-9%[10.9 µM],13%,15%

One compound at a time (already shown):
Entry for `CCOC(=O)c1ccc(NC(=O)CCc2c(C)nc3c(c(C)nn3-c3ccccc3)c2C)cc1` → IkB sig inh: ?; Imprint erasure: -10%[10.9 µM]; p53ts 32C tox: 12%; p53ts 39C tox: -10%
Entry for `CCCc1n[nH]c2c1C(=O)CC(C)(C)C2` → IkB sig inh: -2.1%; Imprint erasure: 3%; p53ts 32C tox: 3%; p53ts 39C tox: 2%

Other structures:
Molecule,IkB sig inh,Imprint erasure,p53ts 32C tox,p53ts 39C tox
Cc1ccc2[nH]c(CSc3nnc(NC(=O)COc4ccccc4Cl)s3)cc(=O)c2c1,?,-2%[10.9 µM],-9%,-12%
CCc1ccc(CNC(=O)c2ccc(CSc3nc4ccncc4n3Cc3ccc(OC)cc3)cc2)cc1,-0.8%,-15%[10.9 µM],13%,-18%
CCOC(=O)c1ccc2ncc(C(=O)OCC)c(NCCc3ccc(OC)c(OC)c3)c2c1,?,-18%[10.9 µM],16%,2%
CC(C)Nc1nc(NC(C)C)nc(N(C)C(N)=O)n1,-0.4%,-4%,-5%,-6%
O=C(c1ccc(F)cc1)c1cn[nH]c1-c1ccccc1O,10%,-19%,3%,8%
C[C@@H]1CCCN(C[C@@H](O)CN2CCCc3ccccc32)C1,-0.9%[11.4 µM],-17%[10.9 µM],-1%[9.22 µM],1%[9.22 µM]
OCC1O[C@H](Oc2ccc(O)cc2)C(O)C(O)C1O (stereo partly specified),nt,?,3%,2%
Nc1ccc(N2C(=O)c3ccccc3C2=O)c(Cl)c1,-4.5%,?,8%,-9%
CC(C)(Oc1ccc(Cl)cc1)C(=O)N1CCN(c2ccccn2)CC1,-3.2%,-16%,-5%,-1%
COc1ccc(CCNC(=O)Cn2c(=O)nc(-c3ccccc3)c3cc(Cl)ccc32)cc1OC,0.8%,10%[10.9 µM],8%,7%
CCOc1ccc(N2C(=O)CC(NCCc3ccncc3)C2=O)cc1 (stereo unspecified),1.8%,2%,0%,4%
COC(=O)Cc1[nH]nc2c1C1(C(=O)N(Cc3ccc(Cl)cc3)c3ccccc31)C(C#N)=C(N)O2 (stereo unspecified),0.6%,-20%,11%,-5%
Cc1ccc(CC(NC(=O)c2ccccc2)C(=O)N2CCCC2C(=O)O)cc1 (stereo unspecified),1.1%,-7%,-4%,8%
Cc1cc(N2C(=O)C3C4C=CC(C4)C3C2=O)ccc1Br (stereo unspecified),1.4%,-1%,-4%,-3%
NS(=O)(=O)c1ccc(NCc2c(F)cccc2Cl)cc1,2.1%,-16%,11%,2%
CC1CN(C2CCCCC2)c2nc3c(c(=O)n(C)c(=O)n3C)n2C1 (stereo unspecified),0.4%,-3%,5%,3%
Nc1cc(=O)[nH]c(=O)n1Cc1ccco1,1.2%,-1%,6%,7%
CN1C(=O)CC(N2CCN(C(c3ccccc3)c3ccccc3)CC2)C1=O (stereo unspecified),-0.3%,-20%,6%,8%
